From PubChem
14-3-3 PPI: 14-3-3 gamma protein interaction modulation; inhibition, % at 40 µM; FP, 14-3-3gamma / TMR-pS259-Raf peptide binding; 160,000 tested, 0.19% active; P61981; in the data active means inhibition above about 30%;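 further: 0% = protein plus tracer without compound and 100% = blank with tracer alone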
Target sequence (P61981 whole entry, looked up): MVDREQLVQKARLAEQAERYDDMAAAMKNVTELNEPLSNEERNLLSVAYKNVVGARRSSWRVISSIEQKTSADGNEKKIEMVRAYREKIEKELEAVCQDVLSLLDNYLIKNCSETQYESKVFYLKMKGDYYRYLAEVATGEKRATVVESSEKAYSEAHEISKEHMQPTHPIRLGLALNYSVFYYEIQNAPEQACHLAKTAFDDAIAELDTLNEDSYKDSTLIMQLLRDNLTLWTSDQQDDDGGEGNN
Active calls of the source: *; & = joins results of further samples.

SMILES	14-3-3 PPI
CCC(C(=O)NCc1cccs1)N1C(=O)CSc2ccc(C(C)(C)C)cc21 (centres undefined)	-6
O=C(/C=C\Nc1cccc(F)c1)c1ccc2c(c1)OCO2	-2
COc1ccc(O)c(/C=c2/sc3nc4cc(C)c(C)cc4n3c2=O)c1	-3
CC(C)(C)C(=O)Nc1ccccc1C(=O)Nc1cccnc1	2
COc1ccc2cc(S(=O)(=O)N3CCCCCC3)ccc2c1	-11
CCCn1cc(NC(=O)c2cc3n(n2)C(C(F)(F)F)CC(c2ccccc2)N3)cn1 (centres undefined)	11
Cc1onc(-c2c(F)cccc2Cl)c1C(=O)N1CCc2ccccc2C1	-1
Cc1ccc(-c2nn(CCC(=O)NC3CCCCC3)c(=O)c3ccccc23)cc1	3
Cc1ccc(S(=O)(=O)Nc2ccccc2C(=O)Nc2nc3ccc(C)cc3s2)cc1	0
CC(C)OC(=O)c1ccccc1C(=O)c1ccc(Cl)c([N+](=O)[O-])c1	9
CCOC(=O)C1=C(C)NC(=O)N(C(C)=O)C1c1ccccc1F (centres undefined)	2
COc1ccc(-c2nnc(NC(=O)c3ccc(S(=O)(=O)N4CCC(C)CC4)cc3)o2)c(OC)c1	-1
O=C(C1=C(Nc2ccccc2)C(=O)N(c2ccccc2)C1c1ccc([N+](=O)[O-])cc1)c1ccccc1 (centres undefined)	6
O=C(Cc1ccccc1)Nc1nnc(-c2cccs2)s1	0
O=C(CN1CCC(c2nc3ccccc3[nH]2)CC1)Nc1ccc2c(c1)OCO2	1
O=c1oc(C=Cc2ccc([N+](=O)[O-])s2)nc2ccccc12	-106
S=c1nc(SCCOc2ccccc2)[nH]c2ccccc12	-1
CC1CCC2(CC1)Nc1ccccc1C(=O)N2c1ccccc1 (centres undefined)	0
CC(C)Sc1nc2ccccc2n1CC(N)=O	4&1
COc1ccccc1N1C(=O)CC(Sc2nccc(C)n2)C1=O (centres undefined)	-4
COc1ccc(Cl)cc1-n1c(N)c(-c2nc3ccccc3[nH]2)sc1=S	-11
Cc1nc(SCC(=O)NCc2ccco2)c2c(C)c(C)sc2n1	-2
COc1ccc(N(CC(=O)Nc2ccc3c(c2)OCCO3)S(=O)(=O)c2c(C)nn(C)c2C)cc1	-2
COC(=O)C(C)Sc1nc2c(cnn2-c2ccccc2)c(=O)[nH]1 (centres undefined)	-2
c1ccc(-n2ncc3c(N4CCN(c5ccccn5)CC4)nc(N4CCOCC4)nc32)cc1	-2

(cont.)
SMILES	14-3-3 PPI
Cc1ccc(-c2csc3ncnc(OCC(=O)NC(=O)NCc4ccco4)c23)cc1	-11
Oc1ccccc1C1CC(c2ccc3c(c2)OCO3)=NC(c2ccc(Br)cc2)N1 (centres undefined)	11
CCC(C)NC(=O)C1(O)c2ccccc2NC(=O)N1c1cccc(OC)c1 (centres undefined)	-4
COCCN1Cc2cccc(C(=O)Nc3ccc(C)c(F)c3)c2C1=O	-4
COc1ccc(C(=O)Cc2ccccc2)cc1	-6
CCOC(=O)c1[nH]c2ccc(Br)cc2c1NC(=O)CCN1CCC(C(=O)OCC)CC1	1
COc1ccccc1NC(=O)c1ccc(N(C)C)cc1	6
Cc1noc(C)c1S(=O)(=O)Nc1ccc(Br)cc1	-7
COc1cccc2cc(C(=O)Nc3ccc(NC(C)=O)cc3)c(=O)oc12	3
Nc1cc(N)nc(SCc2ccccc2)n1	9
N#CCSc1nsc2sc(C#N)c(N)c12	-3
CC1=C(C(=O)Nc2ccc(C)cn2)C(c2cccs2)C2=C(CC(C)(C)CC2=O)N1 (centres undefined)	-2
COc1cccc(C2C(C#N)=C(N)Oc3cc(C)oc(=O)c32)c1OC (centres undefined)	-1
CC1CCCC(NC(=O)CCn2c(=O)oc3ccccc32)C1C (centres undefined)	-3
CCN(C(=O)CSc1nc2ccsc2c(=O)n1-c1ccc(Br)cc1)c1cccc(C)c1	7
O=[N+]([O-])c1ccc(C(O)CN2CCc3ccccc32)cc1 (centres undefined)	5
CCCOC(=O)C1=C(C)NC2=C(C(=O)C(C(=O)OC)C(C)C2)C1c1ccc(OC)cc1OC (centres undefined)	-10
COCCOC(=O)C1=C(C)NC(=S)NC1c1ccc(C)cc1 (centres undefined)	-6
Cc1ccc(C(=O)Nc2ccc3c(c2)ncn3-c2ccccc2C)cc1	0
COc1ccc(NC(=O)NCCCN2CCCCC2C)cc1 (centres undefined)	-4
O=C(Nc1cc(N2CCOCC2)ncn1)c1ccccc1	2
Cc1cccc(-n2nc3c(c2NC(=O)c2ccc4c(c2)OCO4)CS(=O)C3)c1C (centres undefined)	-4
CCOc1ccc(-c2cc(C(=O)N3CCCCCC3)c3ccccc3n2)cc1	3
CCOc1ccc(NC(=O)c2ccccc2O)cc1	-5
COCCCNc1nc2c(c(=O)[nH]c(=O)n2C)n1Cc1cccc(C)c1	-14

(list continues)
SMILES	14-3-3 PPI
Cc1cc2cc(CNC(=O)c3ccc(S(=O)(=O)N4CCCCC4)cc3)ccc2n1C	-12
CCSc1nnc(NC(=O)C2C3C=CC(C3)C2C(=O)O)s1 (centres undefined)	16
COc1ccccc1Nc1ncnc2sc(C)cc12	4
O=C(Nc1cccc(-c2csc(-c3ccccc3)n2)c1)c1cccs1	-2
CCOCCCNC(=O)c1cccc(N2CCCC2=O)c1	-1
COCCCn1c(SCC(=O)Nc2ccc3c(c2)OCCO3)nnc1-c1ccoc1C	-2
CC(=O)Nc1ccc(S(=O)(=O)c2ccc(N)cc2)cc1N	-1&-24
O=C(c1ccc(-c2nnc(-c3ccccc3)o2)cc1)N1CCCCC1	2
CCc1ccc(-n2nc3ccc(NC(=O)c4ccc(OC)cc4)cc3n2)cc1	-3
O=C(Cn1cnc2ccccc21)NCc1ccccc1	2
O=c1c(O)c(-c2ccc(O)cc2O)oc2cc(O)cc(O)c12	-29&-37
COc1ccc(COC(=O)C2=C(C)NC3=C(C(=O)CC(c4cccs4)C3)C2c2ccc(F)cc2)cc1 (centres undefined)	-4
COc1ccc(-n2c(Cc3cc(=O)[nH]c(=O)[nH]3)nnc2SCC(=O)N2CCCC2)cc1	-5
Cn1c(=O)cc(SCC(=O)NC2CCCCC2)c2ccc(Cl)cc21	-5
O=C(NCc1ccccn1)c1ccc(CS(=O)(=O)Cc2ccccc2Cl)o1	6
O=C(O)CNCc1cccs1	-1
COCCOC(=O)C1=C(C)Nc2nc(C)nn2C1c1ccc(F)cc1 (centres undefined)	1
C1=C(c2ccccc2)Nc2nnnn2C1c1ccco1 (centres undefined)	-10
O=C(O)c1ccc(NS(=O)(=O)c2ccc(Cl)c(C(=O)Nc3ccccc3)c2)cc1	4
CCCOc1ccccc1C1NC(=O)NC(C)=C1C(=O)OC1CCC(C)CC1 (centres undefined)	2
COC(=O)C(C)OC(=O)c1ccc(Oc2nc(N(C)C)nc(N(C)C)n2)cc1 (centres undefined)	-1
O=C(C1CCN(S(=O)(=O)c2cccc3nsnc23)CC1)N1CCn2c1nc1ccccc12	5
CC(=O)N1CCc2cc(S(=O)(=O)CCC(=O)NCCc3ccccc3)ccc21	2
CCCN1C(=O)C(O)(CC(=O)c2ccc(CC)cc2)c2ccccc21 (centres undefined)	-5
CC1=C(C(=O)OCc2ccc(C)cc2)C(c2ccccc2)NC(=O)N1 (centres undefined)	14

Remaining list, next part
SMILES	14-3-3 PPI
Cc1ccc(N(CC(=O)N2CCN(c3ccccc3)CC2)S(=O)(=O)c2ccc(F)cc2)cc1	5
Nc1ccc(Nc2ccccc2)c(Cl)c1	-2
O=C(COc1ccccc1)N1CCN=C1c1ccccc1	5
CC1=C(C(=O)Nc2cccc(C)n2)C(c2cccc(Br)c2)C2=C(CCCC2=O)N1 (centres undefined)	0
CCOC(=O)COc1ccc(S(=O)(=O)NCc2cccnc2)cc1	5
O=C(CSc1nnc(C2COc3ccccc3O2)o1)N1CCCc2ccccc21 (centres undefined)	-9&-1
COc1ccc(-c2cc(C(F)(F)F)c(C#N)c(SCC(=O)Nc3ccccc3F)n2)cc1	3
COc1cc(C2C(C(=O)Nc3ccccn3)=C(C)NC3=C2C(=O)CCC3)ccc1OCc1ccccc1 (centres undefined)	0
COc1cccc2cc(C(=O)N3CCN(c4ccc(C)cc4C)CC3)c(=O)oc12	-3
O=S(=O)(c1ccccc1Cl)C(F)(F)F	6
N#Cc1c(NC(=O)c2cc(-c3ccc4c(c3)OCO4)on2)sc2c1CCCC2	-12
CN(C)c1ccc(C(=O)N=c2sc3cc([N+](=O)[O-])ccc3n2C)cc1	3
COc1ccc(OCCCC(=O)Nc2ccc3c(c2)OCO3)cc1	-9
CCCCCCN1C(=O)C(=O)c2ccccc21	1
COc1ccccc1-c1coc2c(CN3CCOCC3)c(O)ccc2c1=O	30*
Cc1cccc(N(C(=O)Nc2ccccc2)C2=NCC(C)S2)c1 (centres undefined)	4
CC1CCN(C(=O)c2cn(C)c(=O)c3c2c2ccccc2n3C)CC1	-3
NS(=O)(=O)c1ccc(CCNS(=O)(=O)c2ccc3[nH]cc(C(=O)O)c(=O)c3c2)cc1	-21
CCn1c(N)c(C(=O)N2CCCCC2)sc1=S	-4
O=C1C=C(NC2CCCC2)CC(c2ccccc2)C1 (centres undefined)	-12
O=C(c1ccc([N+](=O)[O-])cc1)N1CCCCC1	2
NS(=O)(=O)c1ccc(CCNC(=O)CSc2nc3ccccc3c3nc4ccccc4n23)cc1	-5
CSc1cccc(NC(=O)C2C3C=CC4(O3)C2C(=O)N(CC2COc3ccccc3O2)C4C(=O)NC2CCCC(C)C2C)c1 (centres undefined)	-10
CC1(c2ccc(Cl)cc2)CC(C)(C)N(C(=O)c2ccco2)c2ccccc21 (centres undefined)	-2
COc1ccc(C(C(=O)OC(C)CN(C)C)c2ccccc2)cc1 (centres undefined)	-3

Part of the list above in order of SMILES length, lowest first.
SMILES	14-3-3 PPI
O=C(c1ccc([N+](=O)[O-])cc1)N1CCCCC1	2
COc1ccc(OCCCC(=O)Nc2ccc3c(c2)OCO3)cc1	-9
Cc1cccc(N(C(=O)Nc2ccccc2)C2=NCC(C)S2)c1 (centres undefined)	4

As a working copy, some entries already given.
SMILES	14-3-3 PPI
CCOC(=O)COc1ccc(S(=O)(=O)NCc2cccnc2)cc1	5
O=C(CSc1nnc(C2COc3ccccc3O2)o1)N1CCCc2ccccc21 (centres undefined)	-9&-1
COc1ccc(-c2cc(C(F)(F)F)c(C#N)c(SCC(=O)Nc3ccccc3F)n2)cc1	3
COc1cc(C2C(C(=O)Nc3ccccn3)=C(C)NC3=C2C(=O)CCC3)ccc1OCc1ccccc1 (centres undefined)	0
COc1cccc2cc(C(=O)N3CCN(c4ccc(C)cc4C)CC3)c(=O)oc12	-3
O=S(=O)(c1ccccc1Cl)C(F)(F)F	6
N#Cc1c(NC(=O)c2cc(-c3ccc4c(c3)OCO4)on2)sc2c1CCCC2	-12
CN(C)c1ccc(C(=O)N=c2sc3cc([N+](=O)[O-])ccc3n2C)cc1	3
COc1ccc(OCCCC(=O)Nc2ccc3c(c2)OCO3)cc1	-9
CCCCCCN1C(=O)C(=O)c2ccccc21	1
COc1ccccc1-c1coc2c(CN3CCOCC3)c(O)ccc2c1=O	30*
Cc1cccc(N(C(=O)Nc2ccccc2)C2=NCC(C)S2)c1 (centres undefined)	4
CC1CCN(C(=O)c2cn(C)c(=O)c3c2c2ccccc2n3C)CC1	-3
NS(=O)(=O)c1ccc(CCNS(=O)(=O)c2ccc3[nH]cc(C(=O)O)c(=O)c3c2)cc1	-21
CCn1c(N)c(C(=O)N2CCCCC2)sc1=S	-4
O=C1C=C(NC2CCCC2)CC(c2ccccc2)C1 (centres undefined)	-12
O=C(c1ccc([N+](=O)[O-])cc1)N1CCCCC1	2
NS(=O)(=O)c1ccc(CCNC(=O)CSc2nc3ccccc3c3nc4ccccc4n23)cc1	-5
CSc1cccc(NC(=O)C2C3C=CC4(O3)C2C(=O)N(CC2COc3ccccc3O2)C4C(=O)NC2CCCC(C)C2C)c1 (centres undefined)	-10
CC1(c2ccc(Cl)cc2)CC(C)(C)N(C(=O)c2ccco2)c2ccccc21 (centres undefined)	-2
COc1ccc(C(C(=O)OC(C)CN(C)C)c2ccccc2)cc1 (centres undefined)	-3

(continued)
SMILES	14-3-3 PPI
CC1CCN(C(=O)CSc2nc(NCCc3ccccc3)c3ccccc3n2)CC1	-3
CCC(=O)N1CCc2cc(Br)cc(S(=O)(=O)NCCN(C)Cc3ccccc3)c21	-11
Cc1ccc(-c2cc(C(=O)Nc3ccc(S(N)(=O)=O)cc3)c3ccccc3n2)cc1	-7
NC(=O)c1ccccc1NC(=O)c1cccc(S(N)(=O)=O)c1	-7
CCN1CCCC1Cn1c(=S)[nH]c2cc(C(=O)OC)ccc2c1=O (centres undefined)	-41
O=C1NS(=O)c2cc([N+](=O)[O-])ccc21 (centres undefined)	7
O=C1CC(C(=O)Nc2cccc3ccccc23)C2(CCCCC2)O1 (centres undefined)	-3
CN1CCN(/C(=N\S(=O)(=O)c2ccc(F)cc2)c2ccccc2)CC1	4
CCN1CCN(C(=O)c2cc(Nc3ccc(C)c(C)c3)nc3ccccc23)CC1	0
CC(=O)Nc1ccc(C(=O)NC2CCCC2)cc1	0
C=CCSc1nnc2c(n1)OC(c1ccc(Cl)c([N+](=O)[O-])c1)Nc1ccccc1-2 (centres undefined)	-81
O=C(Nc1cccc([N+](=O)[O-])c1)c1cc([N+](=O)[O-])cc2c1-c1ccc([N+](=O)[O-])cc1C2=O	-2
CCOc1cccc(NC(=O)C2CC(=O)NC(=Nc3ccccc3)S2)c1 (centres undefined)	-4
CN1CCN(C(=O)c2cc([N+](=O)[O-])ccc2Cl)CC1	-2
COc1ccc(NC(=O)c2cccc(C(=O)Nc3ccc(OC)cc3[N+](=O)[O-])n2)c([N+](=O)[O-])c1	-6
c1coc(-c2nc3nc4ccccc4n3nc2-c2ccco2)c1	0
Cn1c(-c2ccccc2)c(CCO)c2ccccc21	-4
Cc1c(NC(=O)C2CCCNC2=O)c(=O)n(-c2ccccc2)n1C (centres undefined)	-9
CCC1=Nc2cc(C(=O)NCCN(CC)CC)ccc2Sc2ccc(C)cc21	-29
CCOc1ccc(C2C=C(c3ccc(Cl)cc3)Nc3ncnn32)cc1OC (centres undefined)	-16
O=C(Nc1c2c(nn1-c1cccc(Cl)c1)CSC2)c1ccc(Cl)cc1	-6
C[n+]1ccc(C#Cc2ccccc2F)c2ccccc21	-5
COc1ccc(Nc2ncc(C(=O)NCCN3CCOCC3)c3ccccc23)cc1	-6

These rows are one share of the data; count on the stated rates, not on these rows.
